Nrf2 block: inhibitors of Nrf2 signaling; A549 ARE-Fluc reporter, luciferase luminescence, 18-24 h; Potency, µM (titrated, usually from 46 µM), for the others: top-dose activity change, negative = inhibition, most hits filed as inhibitors; 360,000 compounds, 2.1% hits; note: potency is the fitted concentration of half-maximal effect; % is set by controls: 0 for no effect and ±100 for the full control effect; nearly all actives have a fitted effect of over 60% in size
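Nrf2 function is reported as luminescence of an ARE-controlled luciferase in A549 cells. Compounds were tested at several concentrations, and a CellTiter-Fluor read on the same wells flagged cytotoxicity.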
TGFb SMAD3 inh: blocks TGF-b signaling; HepG2 CAGA-GFP TGF-b/SMAD3 reporter, GFP fluorescence, 18 h; TGF-beta stimulated, 500 pg/mL final; Potency, µM (highest dose often 46.1 µM), inactives show at the top dose activity, negative = inhibition, most hits filed as inhibitors; 410,000 compounds, 1.2% hits; AID 588855; note: potency is the fitted concentration of half-maximal effect; % is set by controls: 0 for no effect and ±100 for the full control effect; nearly all actives have a fitted effect of over 65% in size
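Smad-responsive CAGA-GFP expression was quantified in HEPG2 cells exposed to compounds and 500 pg/mL final TGF-beta for 18 h at 37 degrees C; unstimulated wells defined full inhibition.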
CCT modulator: changes cytosolic chaperonin activity | 360,000 compounds, 0.3% hits | activity change, % (no concentration beside the values), hits read low | AID 651819 | purified chaperonin ATPase assay, HTRF ADP detection, 30 min; in the data active = activity change below about -30%; note: % is set by controls: 0 for no effect and ±100 for the full control effect
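Enzyme 40 or 20 nM (batch-dependent) in Tris pH 7.4/KCl/MgCl2/DTT; cpd 76 uM single point; ATP 10 uM; 30 min 37 °C; Transcreener ADP HTRF detection, 30 min RT; ratio 665/615.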
Nrf2 activator: activators of Nrf2 (ARE) signaling; AREc32 ARE-luciferase reporter (MCF7-derived line), luminescence, 24 h; Potency, µM (doses to about 46.1 µM), inactives show top-dose activation, usual class: activators; 410,000 compounds, 0.31% hits; note: potency is the fitted concentration of half-maximal effect; % of control where 0% means no effect; nearly all actives have a fitted effect of over 65% in size
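AREc32 cells carrying an ARE-driven firefly luciferase, 1000 cells/well in OPTI-MEM with 5% FBS, dosed after overnight attachment and incubated 24 hr at 37 deg C. Steady-Glo luminescence read after 30 min at RT.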
Akt phos inh: blocks phosphorylation of Akt; Neuro2A IGF-stimulated pAkt S473 HTRF, 20 min; hits give low values; activity change, % for hits at 50 µM; 360,000 compounds, 0.32% hits; AID 651550; in the data active = activity change below about -80%; inconclusive = mostly about -51% to -80%; note: % is set by controls: 0 for no effect and ±100 for the full control effect
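Neuro2A cells (4,500/well, DMEM with 0.5% FBS) were treated with compound at a single 50 µM final concentration, stimulated with 6 nM IGF for 20 min at 37 °C, and lysed. Phospho-Akt Ser473 was read by HTRF as 665/615 ratio ×10^4.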
EPAC2 ag: agonists of human EPAC2 (RAPGEF4). Q8WZA2. EPAC2 activation, biochemical qHTS; response scale: 100% = 6.5 mM cAMP response. Potency, µM (titrated, usually from 154 µM), for inactives: at the top dose activation, hits mostly activators. 360,000 compounds, 0.079% hits; note: potency is the fitted concentration of half-maximal effect; nearly all actives have a fitted effect of over 50% in size
Target sequence (Q8WZA2 whole entry, looked up): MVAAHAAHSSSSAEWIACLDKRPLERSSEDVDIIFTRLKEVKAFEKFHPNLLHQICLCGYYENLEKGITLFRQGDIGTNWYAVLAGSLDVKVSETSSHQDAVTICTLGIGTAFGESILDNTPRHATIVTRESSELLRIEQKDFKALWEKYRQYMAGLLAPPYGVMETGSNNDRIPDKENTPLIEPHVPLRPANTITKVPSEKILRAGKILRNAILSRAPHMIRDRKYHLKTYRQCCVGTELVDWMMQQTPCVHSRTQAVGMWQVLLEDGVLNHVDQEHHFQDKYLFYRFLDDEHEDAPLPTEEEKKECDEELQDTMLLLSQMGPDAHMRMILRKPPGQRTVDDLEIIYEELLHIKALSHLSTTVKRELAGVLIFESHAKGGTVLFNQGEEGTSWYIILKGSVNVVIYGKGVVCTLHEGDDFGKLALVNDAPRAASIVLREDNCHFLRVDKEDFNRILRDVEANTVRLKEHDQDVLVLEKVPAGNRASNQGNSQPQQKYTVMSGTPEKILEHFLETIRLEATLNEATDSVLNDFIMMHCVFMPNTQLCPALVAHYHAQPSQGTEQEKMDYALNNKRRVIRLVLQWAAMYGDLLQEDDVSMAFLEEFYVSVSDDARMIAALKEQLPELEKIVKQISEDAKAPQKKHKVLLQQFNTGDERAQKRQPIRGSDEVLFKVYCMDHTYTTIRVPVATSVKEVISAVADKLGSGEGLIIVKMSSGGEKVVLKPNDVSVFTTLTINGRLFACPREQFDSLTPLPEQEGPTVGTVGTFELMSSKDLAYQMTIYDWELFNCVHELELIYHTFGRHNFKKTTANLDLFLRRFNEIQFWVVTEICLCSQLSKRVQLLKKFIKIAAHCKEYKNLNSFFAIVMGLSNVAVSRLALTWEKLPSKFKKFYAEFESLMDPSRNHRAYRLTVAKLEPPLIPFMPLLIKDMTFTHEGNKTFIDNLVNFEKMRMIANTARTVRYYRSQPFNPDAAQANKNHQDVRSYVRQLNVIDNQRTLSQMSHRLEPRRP
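Compounds were titrated in qHTS against a Rap1B-BODIPY-GDP (250 nM) complex with EPAC2 (100 nM) and GDP (50 uM). BODIPY-GDP release tracked at 480/540 nm over 30 min at room temperature, normalized to 6.5 mM cAMP.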
EPAC2 antagonist: blocks human EPAC2 exchange factor; EPAC2 GEF exchange of Rap1B-BODIPY-GDP, fluorescence; Potency, µM (doses to about 114 µM), inactives show at the highest dose activity, negative = inhibition, usual class: inhibitors; 360,000 compounds, 0.18% hits; note: potency is the fitted concentration of half-maximal effect; % is set by controls: 0 for no effect and ±100 for the full control effect; nearly all actives have a fitted effect of over 45% in size; many of its hits are not listed in these tables
MmCpn inh: blocks the Methanococcus maripaludis chaperonin Mm-Cpn. 330,000 compounds, 0.031% hits. purified Mm-Cpn ATPase, ADP Transcreener TR-FRET. Potency, µM (top dose mostly 76.9 µM), inactives show at the top dose activity, negative = inhibition, most hits filed as inhibitors; note: potency is the fitted concentration of half-maximal effect; % is set by controls: 0 for no effect and ±100 for the full control effect; nearly all actives have a fitted effect of over 80% in size
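TR-FRET (320 nm excitation; 590 and 665 nm emission) reports ADP made from 10 uM ATP by 25 nM enzyme; compounds were preincubated 10 min, reaction run 30 min, both at 37°C.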
A549 viability: counter-screen for Nrf2 inhibitors: cytotoxicity in A549 cells. A549 ARE-Fluc cells, CellTiter-Fluor viability, 18-24 h. 390,000 compounds, 0.16% hits. Potency, µM (top dose mostly 46 µM), inactives show at the top dose activity change, negative = cytotoxicity, usual class: inhibitors. AID 504648; note: potency is the fitted concentration of half-maximal effect; % is set by controls: 0 for no effect and ±100 for the full control effect
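A549 ARE_Fluc cells in 5% FBS OPTI-MEM were exposed to compounds in concentration-response for 18-24 h at 37 deg C. Viability was read by CellTiter-Fluor fluorescence (Ex 405/Em 525) after 30 min, before the luciferase read.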
An asterisk follows results filed as active; & = joins results of further samples. Unless noted, calls come from the whole dose curve; as a rule, active = well fitted curve in the direction sought with a large enough effect; inconclusive = small, poorly fitted or top-dose-only effect, or another doubt; inactive = no such curve, though single readings can be large; an effect the other way counts as inactive or inconclusive. The list is partial, so the mix of outcomes need not match the whole.

O=C(CNC(=O)c1ccc(OC(F)F)cc1)NCC1(N2CCOCC2)CCCCC1 was read as Nrf2 block 2%, TGFb SMAD3 inh 6%, CCT modulator -1.6, Nrf2 activator -1.0%, Akt phos inh inactive, EPAC2 ag 3%, EPAC2 antagonist -3%, MmCpn inh -1% and A549 viability -1%.
Screening CC(=O)c1ccc(NC(=O)c2nc3nc(C)cc(C(F)F)n3n2)cc1 returned Nrf2 block 10%, TGFb SMAD3 inh 2%, Nrf2 activator 0.6% and A549 viability 0%.
`Nc1nc(-c2ccccc2)nn1C(=O)Cc1ccccc1` gave Nrf2 block inconclusive, TGFb SMAD3 inh -20%, CCT modulator -3.6, Nrf2 activator -0.7%, Akt phos inh inactive, EPAC2 ag 6%, EPAC2 antagonist -1%, MmCpn inh 1% and A549 viability -15%.
`Cn1c(SCC(=O)NC2CCCCCC2)nnc1-c1cccs1` gave Nrf2 block -3%, TGFb SMAD3 inh 6%, CCT modulator 3.0, Nrf2 activator -0.1%, Akt phos inh inactive, EPAC2 ag -1%, EPAC2 antagonist 5%, MmCpn inh 2% and A549 viability -1%.
For O=C1CSC(c2cccc([N+](=O)[O-])c2)N1c1ccccc1 (stereo not given) the results were Nrf2 block 15%, TGFb SMAD3 inh 12%, CCT modulator 2.2, Nrf2 activator 0.2%, Akt phos inh inactive, EPAC2 ag 2%, EPAC2 antagonist 2%, MmCpn inh 1% and A549 viability 3%.
For O=C(Nc1ccc2c(c1)CN(Cc1ccc(CO)o1)CC2)c1ccc(C(F)(F)F)cc1 the results were Nrf2 block inconclusive, TGFb SMAD3 inh -22%, CCT modulator 1.6, Nrf2 activator 8.0%, Akt phos inh inactive, EPAC2 ag 6%, EPAC2 antagonist 2%, MmCpn inh 0% and A549 viability -3%.
CCOC(=O)c1nc(Nc2ccccc2CC)c2ccccc2n1 was read as Nrf2 block 23µM*, TGFb SMAD3 inh -12%, CCT modulator -2.2, Nrf2 activator -0.5%, Akt phos inh inactive, EPAC2 ag 9%, EPAC2 antagonist 14%, MmCpn inh 2% and A549 viability 4%.
Screening CN(C)S(=O)(=O)c1cccc(NC(=O)C2Cc3ccccc3CN2C(=O)c2ccccc2)c1 (stereo not given) returned Nrf2 block inconclusive, TGFb SMAD3 inh 6%, CCT modulator 3.4, Nrf2 activator 3.4%, Akt phos inh inactive, EPAC2 ag 4%, EPAC2 antagonist 2%, MmCpn inh 2% and A549 viability 3%.
COc1ccc(N2CCN(C(=S)Nc3cc(C)cc(C)c3)CC2)cc1 was read as Nrf2 block 1%, TGFb SMAD3 inh -25%, CCT modulator -1.1, Nrf2 activator -0.7%, Akt phos inh inactive, EPAC2 ag 3%, EPAC2 antagonist 10%, MmCpn inh 1% and A549 viability 4%.
Screening COC(=O)C(NC(=O)c1ccc(F)cc1)(Nc1ncc(S(=O)(=O)c2ccc([N+](=O)[O-])cc2)s1)C(F)(F)F (stereo not given) returned Nrf2 block inconclusive, TGFb SMAD3 inh inconclusive, CCT modulator -1.2, Nrf2 activator 12%, Akt phos inh inactive, EPAC2 ag -3%, EPAC2 antagonist -13%, MmCpn inh -1% and A549 viability inconclusive.

Sorted by molecular weight (high to low): part of the list above.
Screening CN(C)S(=O)(=O)c1cccc(NC(=O)C2Cc3ccccc3CN2C(=O)c2ccccc2)c1 (stereo not given) returned Nrf2 block inconclusive, TGFb SMAD3 inh 6%, CCT modulator 3.4, Nrf2 activator 3.4%, Akt phos inh inactive, EPAC2 ag 4%, EPAC2 antagonist 2%, MmCpn inh 2% and A549 viability 3%.
COc1ccc(N2CCN(C(=S)Nc3cc(C)cc(C)c3)CC2)cc1 was read as Nrf2 block 1%, TGFb SMAD3 inh -25%, CCT modulator -1.1, Nrf2 activator -0.7%, Akt phos inh inactive, EPAC2 ag 3%, EPAC2 antagonist 10%, MmCpn inh 1% and A549 viability 4%.
`Nc1nc(-c2ccccc2)nn1C(=O)Cc1ccccc1` gave Nrf2 block inconclusive, TGFb SMAD3 inh -20%, CCT modulator -3.6, Nrf2 activator -0.7%, Akt phos inh inactive, EPAC2 ag 6%, EPAC2 antagonist -1%, MmCpn inh 1% and A549 viability -15%.

(next part)
CC1CCc2cc(F)cc3c(O)c(C(=O)NCC4CCCO4)c(=O)n1c23 (stereo not given) was read as Nrf2 block 16µM*, TGFb SMAD3 inh 2%, CCT modulator 1.3, Nrf2 activator -0.6%, Akt phos inh inactive, EPAC2 ag -3%, EPAC2 antagonist -14%, MmCpn inh -10% and A549 viability -7%.
Screening O=C(O)c1ncc(-c2ccccc2)cn1 returned Nrf2 block 11%, TGFb SMAD3 inh -22%, CCT modulator -6.2, Nrf2 activator 0.4%, Akt phos inh inactive, EPAC2 ag 7%, EPAC2 antagonist -4%, MmCpn inh 2% and A549 viability 3%.
Screening Cc1cc(C(C)(C)C)cc(C)c1N returned Nrf2 block 1%, TGFb SMAD3 inh -6%, CCT modulator 1.1, Nrf2 activator 0.1%, Akt phos inh inactive, EPAC2 ag -5%, EPAC2 antagonist 18%, MmCpn inh 2% and A549 viability 2%.
`CCOCCCNC(=O)C(c1ccc(OC)cc1)N(Cc1cccs1)C(=O)CNC(C)=O` (stereo not given) gave Nrf2 block 8%, TGFb SMAD3 inh 0%&16%, CCT modulator 0.1, Nrf2 activator -0.2%&-0.2%, Akt phos inh inactive, EPAC2 ag -4%, EPAC2 antagonist 15%, MmCpn inh -5% and A549 viability 0%&0%.
`CNC(=S)N/N=C/c1cn(CCOc2cccc(OC)c2)c2ccccc12` gave Nrf2 block inconclusive, TGFb SMAD3 inh -3%, CCT modulator 1.1, Nrf2 activator 8.2%, Akt phos inh inactive, EPAC2 ag 4%, EPAC2 antagonist -5%, MmCpn inh -7% and A549 viability -14%.
For Cc1cccc(CSCc2ccc(C(=O)NC(C)C)o2)c1 the results were Nrf2 block 21µM*, TGFb SMAD3 inh -4%, CCT modulator 0.6, Nrf2 activator -0.1%, Akt phos inh inactive, EPAC2 ag 5%, EPAC2 antagonist -9%, MmCpn inh -1% and A549 viability 1%.
`CSC(=NS(=O)(=O)c1ccc(C)cc1)SC` gave Nrf2 block 3%, TGFb SMAD3 inh 6%, CCT modulator -1.7, Nrf2 activator 0.1%, Akt phos inh inactive, EPAC2 ag -2%, EPAC2 antagonist 3%, MmCpn inh 0% and A549 viability -2%.
Cc1cccc(C(=O)NCC(=O)NNC(=O)c2ccccc2O)c1 was read as Nrf2 block 8%, TGFb SMAD3 inh -2%, CCT modulator -5.6, Nrf2 activator 0.1%, Akt phos inh inactive, EPAC2 ag 11%, EPAC2 antagonist 1%, MmCpn inh -1% and A549 viability 0%.
For COC(=O)c1c(NC(=O)Cn2nc(C(F)F)cc2C(F)F)sc(C)c1C the results were Nrf2 block 7%, TGFb SMAD3 inh -18%, CCT modulator 0.3, Nrf2 activator 0.5%, Akt phos inh inactive, EPAC2 ag -3%, EPAC2 antagonist -28%, MmCpn inh 3% and A549 viability -5%.
`Clc1ccc(-n2cc(COCc3ccccc3)nn2)cc1` gave Nrf2 block inconclusive, TGFb SMAD3 inh -7%, CCT modulator -1.6, Nrf2 activator 0.1%, Akt phos inh inactive, EPAC2 ag 11%, EPAC2 antagonist -12%, MmCpn inh -1% and A549 viability 4%.
Screening O=Cc1c(N2CCN(c3cccc(Cl)c3)CC2)nc2ccccn2c1=O returned Nrf2 block inconclusive, TGFb SMAD3 inh 0%, CCT modulator -1.9, Nrf2 activator 8.8%, Akt phos inh inactive, EPAC2 ag 13%, EPAC2 antagonist -2%, MmCpn inh 0% and A549 viability -26%.
For CC(=O)CSc1nc2ccccc2o1 the results were Nrf2 block inconclusive, TGFb SMAD3 inh 0%, CCT modulator 0.3, Nrf2 activator 5.5%, Akt phos inh inactive, EPAC2 ag -18%, EPAC2 antagonist -2%, MmCpn inh 0% and A549 viability 1%.
For Cc1ccc(CN(C)C[C@H]2OCc3cnnn3CCCC(=O)N([C@@H](C)CO)C[C@@H]2C)cc1 the results were TGFb SMAD3 inh 10%, CCT modulator 0.3, Nrf2 activator -0.1%, Akt phos inh inactive, EPAC2 ag -6% and EPAC2 antagonist 1%.
Screening Cc1cccn2c(=O)c3cc(C(=O)Nc4ccc(Cl)c(Cl)c4)sc3nc12 returned Nrf2 block 8%, TGFb SMAD3 inh -4%, Nrf2 activator 0.1% and A549 viability -3%.
For Cc1cc(C)n(CCC(=O)N/N=C/c2ccccc2O)n1 the results were Nrf2 block 1%, TGFb SMAD3 inh -12%, CCT modulator 2.1, Nrf2 activator -0.9%, Akt phos inh inactive, EPAC2 ag 4%, EPAC2 antagonist 17%, MmCpn inh -1% and A549 viability 2%.
Screening CN1CCN(C(=O)c2cccn(Cc3c(Cl)cccc3Cl)c2=O)CC1 returned Nrf2 block 0%, TGFb SMAD3 inh 2%, CCT modulator -1.7, Nrf2 activator -0.5%, Akt phos inh inactive, EPAC2 ag -1%, EPAC2 antagonist 0%, MmCpn inh 1% and A549 viability 3%.
`CC(CN1CCOCC1)OC(=O)c1cccc(Cl)c1` (stereo not given) gave Nrf2 block 6%, TGFb SMAD3 inh 23%, CCT modulator -1.1, Nrf2 activator -0.3%, Akt phos inh inactive, EPAC2 ag -8%, EPAC2 antagonist -10%, MmCpn inh 0% and A549 viability 0%.
